mHTT CaM bind = mutant huntingtin-calmodulin interaction inhibitors – biochemical, AlphaScreen, primary screen; P42858; 190,000 compounds, 3.6% hits; AlphaScreen His-mHTT/GST-CaM binding, luminescence; AID 1671202, 2021; inhibition, % at 15 µM;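 further: 0% = both proteins with DMSO and 100% = one protein alone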
Target sequence (P42858 whole entry, looked up, stated change not applied): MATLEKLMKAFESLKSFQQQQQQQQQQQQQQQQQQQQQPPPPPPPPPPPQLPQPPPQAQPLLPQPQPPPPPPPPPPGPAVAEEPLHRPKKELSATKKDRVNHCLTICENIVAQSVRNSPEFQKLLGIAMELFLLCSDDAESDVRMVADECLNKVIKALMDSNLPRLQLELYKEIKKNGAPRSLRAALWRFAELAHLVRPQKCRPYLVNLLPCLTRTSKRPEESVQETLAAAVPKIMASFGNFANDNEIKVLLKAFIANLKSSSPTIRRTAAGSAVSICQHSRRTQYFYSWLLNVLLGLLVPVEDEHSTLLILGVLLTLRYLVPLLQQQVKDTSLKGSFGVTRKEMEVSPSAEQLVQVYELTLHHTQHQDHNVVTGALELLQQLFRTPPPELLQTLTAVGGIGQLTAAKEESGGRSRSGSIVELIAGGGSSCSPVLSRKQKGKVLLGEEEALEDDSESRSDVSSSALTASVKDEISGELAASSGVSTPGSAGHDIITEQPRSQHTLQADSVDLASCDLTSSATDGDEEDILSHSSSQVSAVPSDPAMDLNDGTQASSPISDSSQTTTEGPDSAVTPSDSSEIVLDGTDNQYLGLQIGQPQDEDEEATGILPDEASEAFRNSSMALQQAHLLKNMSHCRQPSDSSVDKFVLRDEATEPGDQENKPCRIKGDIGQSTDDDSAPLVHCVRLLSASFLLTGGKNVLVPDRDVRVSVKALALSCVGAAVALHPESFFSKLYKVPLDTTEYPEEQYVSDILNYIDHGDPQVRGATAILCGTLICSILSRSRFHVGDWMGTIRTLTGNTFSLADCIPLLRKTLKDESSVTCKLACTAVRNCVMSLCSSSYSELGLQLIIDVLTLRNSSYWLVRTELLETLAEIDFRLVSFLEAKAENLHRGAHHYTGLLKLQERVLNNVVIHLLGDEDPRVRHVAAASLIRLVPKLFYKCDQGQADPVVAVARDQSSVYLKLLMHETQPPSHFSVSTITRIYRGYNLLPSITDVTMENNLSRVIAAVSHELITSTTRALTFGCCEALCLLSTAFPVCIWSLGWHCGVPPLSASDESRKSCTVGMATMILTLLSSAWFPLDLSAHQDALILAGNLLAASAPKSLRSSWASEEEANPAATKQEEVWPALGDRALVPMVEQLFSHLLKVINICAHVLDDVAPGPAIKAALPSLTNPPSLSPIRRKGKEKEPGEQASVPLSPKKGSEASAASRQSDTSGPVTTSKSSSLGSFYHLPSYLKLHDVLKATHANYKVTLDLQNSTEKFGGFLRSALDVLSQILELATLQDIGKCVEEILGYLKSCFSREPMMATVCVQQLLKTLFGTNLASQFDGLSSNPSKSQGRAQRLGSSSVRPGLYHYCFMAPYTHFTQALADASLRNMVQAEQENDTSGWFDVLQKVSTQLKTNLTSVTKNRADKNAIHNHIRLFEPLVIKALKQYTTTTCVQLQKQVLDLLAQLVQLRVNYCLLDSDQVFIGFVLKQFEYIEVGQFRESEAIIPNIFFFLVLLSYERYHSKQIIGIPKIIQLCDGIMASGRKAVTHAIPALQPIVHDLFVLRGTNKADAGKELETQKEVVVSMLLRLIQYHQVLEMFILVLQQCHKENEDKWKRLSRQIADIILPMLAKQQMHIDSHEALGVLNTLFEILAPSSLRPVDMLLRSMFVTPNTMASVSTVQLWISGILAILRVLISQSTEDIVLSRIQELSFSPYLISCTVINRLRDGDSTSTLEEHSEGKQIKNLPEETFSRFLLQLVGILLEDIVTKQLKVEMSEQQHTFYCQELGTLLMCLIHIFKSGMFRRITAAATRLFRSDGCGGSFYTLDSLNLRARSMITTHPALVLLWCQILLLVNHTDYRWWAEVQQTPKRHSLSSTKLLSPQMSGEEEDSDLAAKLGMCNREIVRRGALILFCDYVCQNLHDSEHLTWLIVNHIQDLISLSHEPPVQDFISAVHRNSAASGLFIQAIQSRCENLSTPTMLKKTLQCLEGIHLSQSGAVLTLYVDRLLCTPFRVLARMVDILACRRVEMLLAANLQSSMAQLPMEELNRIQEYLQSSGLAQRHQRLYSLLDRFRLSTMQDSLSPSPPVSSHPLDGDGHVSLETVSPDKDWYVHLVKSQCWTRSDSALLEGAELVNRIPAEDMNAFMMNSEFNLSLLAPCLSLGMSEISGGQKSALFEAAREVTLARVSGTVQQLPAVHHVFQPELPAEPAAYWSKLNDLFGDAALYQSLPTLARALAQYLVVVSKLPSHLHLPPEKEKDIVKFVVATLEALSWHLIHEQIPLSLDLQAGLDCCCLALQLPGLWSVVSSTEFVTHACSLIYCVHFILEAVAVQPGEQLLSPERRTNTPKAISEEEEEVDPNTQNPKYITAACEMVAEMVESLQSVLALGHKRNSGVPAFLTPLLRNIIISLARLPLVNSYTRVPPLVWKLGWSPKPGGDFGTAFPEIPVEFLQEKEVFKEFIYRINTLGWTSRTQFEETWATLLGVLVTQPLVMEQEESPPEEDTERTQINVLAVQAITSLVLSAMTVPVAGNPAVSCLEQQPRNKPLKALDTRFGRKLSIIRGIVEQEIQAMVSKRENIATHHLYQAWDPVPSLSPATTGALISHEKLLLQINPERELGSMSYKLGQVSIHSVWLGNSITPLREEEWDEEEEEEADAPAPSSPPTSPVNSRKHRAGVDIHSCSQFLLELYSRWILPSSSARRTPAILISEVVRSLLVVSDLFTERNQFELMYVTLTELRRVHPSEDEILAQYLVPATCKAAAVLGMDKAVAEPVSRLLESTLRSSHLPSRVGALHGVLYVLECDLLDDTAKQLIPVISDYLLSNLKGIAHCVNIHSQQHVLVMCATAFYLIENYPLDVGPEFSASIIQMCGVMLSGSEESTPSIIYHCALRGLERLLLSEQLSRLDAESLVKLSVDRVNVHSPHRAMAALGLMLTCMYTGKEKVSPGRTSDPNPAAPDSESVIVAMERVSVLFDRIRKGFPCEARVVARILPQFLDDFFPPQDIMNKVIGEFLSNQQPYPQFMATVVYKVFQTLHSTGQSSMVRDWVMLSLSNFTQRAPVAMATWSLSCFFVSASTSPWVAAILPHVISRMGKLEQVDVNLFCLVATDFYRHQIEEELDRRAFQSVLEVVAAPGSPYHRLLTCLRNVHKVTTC
Pf apPOL block = Pf-apPOL inhibitors, biochemical, fluorescence. Plasmodium falciparum apicoplast DNA polymerase (apPOL). Recombinant Pf-apPOL, molecular beacon fluorescence, 1.5 h. inhibition, % at 10 µM. 210,000 compounds, 0.25% hits
* marks the source's active call; other numbers are inactive results; / = not tested or not shown; & = joins results of further samples. No stated cut-off is given here; in the data, active means inhibition above about 50%; inactive means the rest. Hits appear at their usual frequency. Share with any hit: about 3.6%.

Structure	mHTT CaM bind	Pf apPOL block
O=C(CCS(=O)(=O)Cc1ccccc1Cl)NCc1ccc(F)cc1	-1	-13
CCOC(=O)C1CCN(C(=O)CCN2C(=O)c3ccccc3S2(=O)=O)CC1	-2	15
N#CC1=C(N)SC(N)=C(C#N)C1c1ccncc1	2	/
O=C(Nc1cc(Cl)cc(Cl)c1)c1ccccc1Cl	-42	2
CN1CCC(N2CCN(C3CN(Cc4cn(Cc5cccc(C(F)(F)F)c5)nn4)S(=O)(=O)C3)CC2)CC1 (stereo not drawn)	6	8
O=c1ccc(-c2noc(-c3cc(F)ccc3Cl)n2)c[nH]1	-4	2
CS(=O)(=O)c1ccc(S(=O)(=O)C(F)(F)F)cc1	-5	4
CC1CN(S(=O)(=O)c2ccc(Cl)c(S(=O)(=O)N3CC(C)OC(C)C3)c2)CC(C)O1 (stereo not drawn)	0	1
COc1ccccc1Oc1cccc(C)c1	/	-1
CC1CCN(C(=O)CSc2nnc(-c3cccc(Cl)c3)o2)CC1	-8	-6
CC1C(C(=O)O)CC(C(=O)O)C1(C)C (stereo not drawn)	-2	-9
CC(=O)N(C)Cc1nn(-c2ccccc2)c2c1CN(Cc1ccccc1F)CC2	68*	-10
CCOC(=O)C1CCN(Cc2cc(=O)oc3cc(C)cc(C)c23)CC1	-7	-10
CCNC(=O)Nc1ccc2c(c1)CN(C(C)CC)C(=O)C(C)O2 (stereo not drawn)	2	-2
CC(=O)COc1ccc2c(c1)OC(=Cc1cccc(F)c1)C2=O	1	-4
Cc1ccc(CN2CC34C=CC(O3)C(C(=O)NCc3ccco3)C4C2=O)cc1 (stereo not drawn)	3	6
O=C(NCCN1CCN(C(=O)CSc2nc3ccccc3o2)CC1)c1cccs1	-13	0
COc1ccc(CC(=O)Nc2nnc(Cc3ccc(F)cc3)o2)cc1	39	13
CCOc1ccc(OCCCNC(C)(C)C)cc1	0	-8
Cc1cc(OCc2nc(-c3ccncc3)no2)cc(C)c1Br	-1	-2
O=C1OC(/C=C/c2cccc([N+](=O)[O-])c2)=NC/1=C\c1ccc(Br)cc1	7	-13
CC(C)(C)c1ccc(OCc2nnc3n2N=C(c2cccc([N+](=O)[O-])c2)CS3)cc1	8	-2
COc1cccc2cc(C(=O)NC(C)=O)c(=Nc3cccc(F)c3)oc12	5	-1
COc1cc(C(=O)Nc2ccc(NC(=O)c3ccc(Cl)cc3Cl)cc2)cc(OC)c1OC	0	1
COc1cccc(CNC(=O)C2CCN(c3nnc4cccc(C)n34)CC2)c1	5	-11
CCCCSc1oc(-c2ccco2)nc1S(=O)(=O)c1ccc(C)cc1	-7	5
O=C(Cn1cccc1-c1nnc(C2CC2)o1)N1CCc2ccccc2C1	4	-2
Cc1cccc(OCCCC(=O)Nc2cccc(C(=O)O)c2)c1	-3	-4
CCOc1cccc2c1OC(c1cc(OC)c(OC)c(OC)c1)N1N=C(c3cccnc3)CC21 (stereo not drawn)	34	-18
Cc1ccnc(N2CCCC(C(=O)NCc3cccc(F)c3)C2)n1 (stereo not drawn)	5	-6
CC(=O)NCc1csc(C2CCN(S(=O)(=O)c3ccccc3C)CC2)n1	3	-3
CCN(CC)c1ccc(Nc2nc(-c3ccc(OC)cc3)cs2)cc1	80*	-2
CCN1CCN(C2CCC(C)CC2)CC1 (stereo not drawn)	-8	2
Cc1ccc(C=C2Oc3cc(OCC(=O)O)ccc3C2=O)o1	8	6
CN(C)c1ccc(CNc2ccc(-c3nc(-c4ccccc4)no3)cn2)cc1	-5	0
CC1(CO)COC(COc2ccccc2)=N1 (stereo not drawn)	1	/
Cc1cc(C(=O)Nc2cc(-c3ccccc3)nn2CCO)no1	-11	-5
Cc1ccccc1-c1nc(C2CCN(S(=O)(=O)c3ccc(Cl)cc3)CC2)no1	-8	-2
Cc1cccc(-c2nnc(-c3ccccc3)o2)c1	-35	-5
Cc1ccc(NC(=O)Cn2nc(-c3ccc(Cl)cc3)c3ccccc3c2=O)cc1	-3	-16

Part of the list above, as labelled records:
> CC1(CO)COC(COc2ccccc2)=N1 (stereo not drawn)
  mHTT CaM bind: 1
  Pf apPOL block: /

> Cc1cc(C(=O)Nc2cc(-c3ccccc3)nn2CCO)no1
  mHTT CaM bind: -11
  Pf apPOL block: -5

> Cc1ccccc1-c1nc(C2CCN(S(=O)(=O)c3ccc(Cl)cc3)CC2)no1
  mHTT CaM bind: -8
  Pf apPOL block: -2

> Cc1cccc(-c2nnc(-c3ccccc3)o2)c1
  mHTT CaM bind: -35
  Pf apPOL block: -5

(next part)
Structure	mHTT CaM bind	Pf apPOL block
COc1cc(CNC(=O)C2CCN(c3cc(=O)n(C)c(=O)n3C)CC2)cc(OC)c1OC	32	0
O=S(=O)(NC1CCCCC1Sc1ccccn1)c1ccc(Cl)cc1 (stereo not drawn)	-20	-10
CC(C)C(Nc1ccc(C(F)(F)F)cc1[N+](=O)[O-])C(=O)O (stereo not drawn)	9	2
CCSc1nnc(NC(=O)C(C)n2nc(-c3ccccc3)ccc2=O)s1 (stereo not drawn)	-9	-20
O=C(CN1CCOCC1)N1CCC(n2c(-c3ccc(F)cc3)nc3cccnc32)C1 (stereo not drawn)	13	-3
CC(C)CCNC(=O)CCC(=O)N1CCCn2nc(-c3cn(C)c4ccccc34)cc21	23	4
CC(C)CCNC(=O)C1CCc2sc(C(=O)N3CCOCC3)cc2C1 (stereo not drawn)	0	-8
CCC(NC(=O)C1CCN(c2cncnc2NC(C)=O)CC1)c1cccs1 (stereo not drawn)	4	-3

An excerpt of these results, with values under each structure.
The line under a structure holds: mHTT CaM bind, Pf apPOL block
COc1cc(CNC(=O)C2CCN(c3cc(=O)n(C)c(=O)n3C)CC2)cc(OC)c1OC
  32, 0
O=S(=O)(NC1CCCCC1Sc1ccccn1)c1ccc(Cl)cc1 (stereo not drawn)
  -20, -10
CC(C)C(Nc1ccc(C(F)(F)F)cc1[N+](=O)[O-])C(=O)O (stereo not drawn)
  9, 2
CCSc1nnc(NC(=O)C(C)n2nc(-c3ccccc3)ccc2=O)s1 (stereo not drawn)
  -9, -20

The listing continues:
Structure	mHTT CaM bind	Pf apPOL block
COc1ccc(C(=O)Cn2c(Br)nc3c2c(=O)[nH]c(=O)n3C)cc1	6	-3
Cc1ccc2nc(Cl)c(CC3CC(c4ccccc4)=NN3C(=O)CCC(=O)O)cc2c1 (stereo not drawn)	2	-4
COc1ccccc1C(=O)Nc1c2c(nn1-c1ccc(Cl)cc1)CSC2	2	-1
COc1ccc(N2C(=O)c3cccc([N+](=O)[O-])c3C2=O)c([N+](=O)[O-])c1	-5	-3
O=C(NCCC(O)c1ccoc1)C(=O)NCC1CCCO1 (stereo not drawn)	2	5
COc1cc([N+](=O)[O-])cc(C=Nc2ncccc2O)c1O	72*	3
CCOc1ccc(-c2csc(NC(=O)c3cncc(Br)c3)n2)cc1	1&4	-6&3
OC(C#Cc1ccccc1)C#CC(O)(c1ccccc1)c1ccccc1 (stereo not drawn)	98*	4
Cc1nc(C)c(C(=O)C2=C(O)C(=O)N(CCCN(C)C)C2c2ccccc2F)s1 (stereo not drawn)	33	0
COc1ccc(Cl)cc1NC(=O)C1=C(C)NC(=O)NC1c1cccs1 (stereo not drawn)	16	-5
O=S(=O)(c1ccccc1)c1csc(S(=O)(=O)N(Cc2ccccn2)Cc2ccccn2)c1	/	0
O=C(NC1CCCCC1)N1CCc2ccccc21	-6	-7
CCOc1ccc(NC(=O)Nc2nnc(Cc3ccc([N+](=O)[O-])cc3)s2)cc1	-4	3
COCCNC(=O)NC1(C(F)(F)F)Oc2ccccc2O1	-4	8
O=C(c1cccc(S(=O)(=O)NC2CCCC2)c1)N1CCCc2ccccc21	-1	2
O=C(CCCOc1ccc(Cl)cc1Cl)N1CCc2ccccc2C1	-10	-2
Cc1ccc(CNC(=O)C2CCCN(c3nccc(C)n3)C2)cc1 (stereo not drawn)	-14	-1
CC(=O)Nc1nonc1-c1nc2ccccc2n1Cc1cc2c(cc1Cl)OCO2	1	7
CN1CCN(c2nc3c(c(=O)n(C)c(=O)n3C)n2Cc2c(Cl)cccc2Cl)CC1	0	19
COCCNC(=O)C1Cc2ccccc2N2CCN(c3ccccc3F)CC12 (stereo not drawn)	5	0
C=CCn1c(=N)n(CC(=O)c2ccc(-c3ccccc3)cc2)c2ccccc21	52*	-2
COc1ccc2cccc(NC(=O)c3c[nH]c4ccccc34)c2n1	58*	-1
CCOc1ccc(S(=O)(=O)N2CCSC2c2ccc(OC)c(Br)c2)cc1 (stereo not drawn)	-30	-1
COc1ccccc1N=Cc1ccc(O)c2c1OC(N)=C(C#N)C2c1cccc([N+](=O)[O-])c1 (stereo not drawn)	77*	-8
CCOc1ccc(NC(=O)c2ccc(F)c(S(=O)(=O)NC3CCCCC3)c2)cc1	9	-4
COCCCNC(=O)C1CCN(c2nnc(-c3ccc(C)cc3)o2)CC1	16	-6
CCc1csc(-c2ccc(N3CCN(C(=O)c4ccccc4)CC3)nc2)n1	-4	-2
NC(=O)C1CCCc2c1[nH]c1c(C(=O)O)cccc21 (stereo not drawn)	-2	6
CCc1ccc(NC(=O)CN2C(=O)C(c3ccc(F)cc3)=NC23CCCC3)cc1	-12	-6
O=C1OC(c2ccc(Cl)cc2)=N/C1=C\c1ccc(Br)o1	1	-4
CN(C)CC#Cc1cncc(C#N)c1	/	-4
O=C(CN1CCC(c2nnc(-c3ccco3)o2)CC1)N1CCc2ccccc21	-7	-2
C=CCNC(=O)C(=O)NCc1ccccn1	-2	0
O=C(c1ccc2ncccc2c1)N1CCc2c(nc3cc[nH]n3c2=O)C1	9	0
O=C1C2C3c4ccccc4C(C(=O)O)(c4ccccc43)C2C(=O)N1c1ccccc1F (stereo not drawn)	5	-1
CC(CC#N)C(=O)c1ccccc1 (stereo not drawn)	/	-5
N#CC(C(=O)C1CC1)=C1SCCCS1	/	-7&-13
O=C(Nc1ccccc1Cl)/C(=C\c1ccc2c(c1)OCO2)NC(=O)c1ccccc1Cl	10	-2
Cc1ccc(CNC(=O)c2ccc3c(c2)nc2n3CCCCC2)cc1	1	-3
Cc1ccc(F)cc1NC(=O)C1CCCN(c2nnc3ccccn23)C1 (stereo not drawn)	0	-2
Cc1ccccc1CNC1=NCCNC12CCOCC2	-2	0
COc1cc(NC(=O)N2CCOc3ccc(Cl)cc32)cc(OC)c1OC	9	2
COc1ccc(/C=c2\sc3n(c2=O)CN(c2cccc(Br)c2)CN=3)cc1OC	2	-10
Cc1ccc(CNC(=O)C2(C)CCCN(C(=O)Nc3cc(Cl)ccc3C)C2)cc1 (stereo not drawn)	-8	2
CN1C(=O)c2cccnc2Sc2cc(NC(=O)Cc3ccccc3Cl)ccc21	0	3
CS(=O)(=O)Nc1cccc(NC(=O)c2cc(-c3ccco3)[nH]n2)c1	8	8
CCOC(=O)c1cnc(SC)nc1N(C)C	-11	/
COCCN1CCC(N2CCCN(C(=O)Nc3ccccc3Cl)CC2)C1=O (stereo not drawn)	2	-4
O=C1C2CCCN2C(c2ccc(Cl)c(Cl)c2)N1c1nccs1 (stereo not drawn)	-6	-2
CCOc1ccc(C=C2Oc3c(ccc(O)c3CN3CCN(C)CC3)C2=O)cc1	5	-2
CN1CCN(S(=O)(=O)c2ccccc2[N+](=O)[O-])CC1	-5	-1
CC(C)c1ccc(S(=O)(=O)N2CC=C(c3cn(C)c4ncccc34)CC2)cc1	16	0
COCCNC(=O)c1cc2nc(-c3cccs3)cc(C(F)(F)F)n2n1	-2	4
O=C1OC(c2ccc(Cl)c([N+](=O)[O-])c2)=N/C1=C\c1ccc(Cl)cc1	2	0
C=CCOc1ccc(C2C(=C(O)c3ccc(F)cc3)C(=O)C(=O)N2Cc2cccnc2)cc1 (stereo not drawn)	5	-6
COc1ccc(CN2COc3ccc4c(c3C2)OC(=Cc2cc(OC)c(OC)c(OC)c2)C4=O)cc1	26	-25

(listing goes on)
Structure	mHTT CaM bind	Pf apPOL block
COCCN(Cc1ccsc1)S(=O)(=O)c1cccc2ccccc12	-58	-5
CCOC(=O)CCC(=O)N1CCC(COCc2cc(OC)cc(OC)c2)CC1	3	-8
CCOc1ccc(C2CC(c3ccccc3Cl)Nc3nc(N)nn32)cc1 (stereo not drawn)	47	0
COc1cc(OC)c(C2C(C#N)=C(N)Oc3n[nH]c(C(C)C)c32)c(OC)c1 (stereo not drawn)	2	-4
CCOc1ccccc1C(=O)N1CCc2c(c(-c3nnc(SC)n3CC)nn2C)C1	1	-2
O=C(CCN1C(=O)c2ccncc2C1=O)Nc1ccc(F)cc1	-5	-1
CC(C)C(=O)NCCc1csc(C2CCN(C(=O)NC3CCCC3)CC2)n1	1	-3
O=C(c1ccc(Cl)cc1Cl)N1CCN(c2ncccn2)CC1	-4	-1
S=C(Nc1cccnc1)NC1CCN(Cc2ccccc2)CC1	/	-16
COc1cc(OC)c(NC(=O)N2CCc3nc[nH]c3C2)cc1Cl	0	-5

Screening data as filed in PubChem.
